RNase H inhibition: RNase H inhibition, HIV 1 Gag Pol polyprotein, FRET biochemical assay, screening (AID 372); inhibition, % at 10 µM, or IC50 in µM where a hit was titrated; HIV-1 RT RNase H, FRET RNA/DNA substrate fluorescence; higher % means a stronger effect; 100,000 tested, 0.77% active; in the data active means inhibition above about 50%
Starred values were filed as active, the others as inactive. Some of the compounds tested, so the mix of outcomes need not match the whole.

Start of the listing, in advance, 5 compounds:
SMILES	RNase H inhibition
COc1cc(OC)cc(C(=O)NNC(=O)c2ccccc2OC)c1	15%
Cc1ccc(/C=C2\C(=O)NC(=O)N(c3ccc(Cl)cc3)C2=O)cc1[N+](=O)[O-]	4%
COc1ccccc1/C=N/NC(=O)c1cc(-c2ccc(Cl)cc2)n[nH]1	22%
COc1ccc(C2C(C(=O)/C=C/c3ccccc3)=C(O)C(=O)N2CCCCCC(=O)O)cc1 (centres undefined)	3%
COC(=O)c1ccc(CN2CCN(CCN3C(=O)c4cccc5cccc(c45)C3=O)CC2)cc1	15%

All compounds of this part, from the first entry:
SMILES	RNase H inhibition
COc1cc(OC)cc(C(=O)NNC(=O)c2ccccc2OC)c1	15%
Cc1ccc(/C=C2\C(=O)NC(=O)N(c3ccc(Cl)cc3)C2=O)cc1[N+](=O)[O-]	4%
COc1ccccc1/C=N/NC(=O)c1cc(-c2ccc(Cl)cc2)n[nH]1	22%
COc1ccc(C2C(C(=O)/C=C/c3ccccc3)=C(O)C(=O)N2CCCCCC(=O)O)cc1 (centres undefined)	3%
COC(=O)c1ccc(CN2CCN(CCN3C(=O)c4cccc5cccc(c45)C3=O)CC2)cc1	15%
COc1ccc(/C=C/C=N/N=C2/NC(C)(C)Cc3ccccc32)cc1	4%
O=C1/C(=C\c2cc([N+](=O)[O-])ccc2OCCOc2ccc(Br)cc2)SC(=S)N1Cc1ccccc1	9%
CC(/C=C/c1ccccc1)=N/NC(=O)CCC(=O)Nc1ccccc1C	14%
COc1ccc(CNC(=S)Nc2cccc(C(F)(F)F)c2)cc1	11%
COc1cc(Cl)ccc1S(=O)(=O)N1CCN(S(=O)(=O)c2ccc(Cl)cc2OC)CC1	6%
Cn1c(S(=O)(=O)Cc2ccc(Cl)cc2)nc2ccccc21	8%
CCCCn1c(Cc2cccc3ccccc23)nc2ccccc21	23%
CCOc1ccc(C(=O)Nc2ccc(NC(=O)c3cccs3)cc2)cc1[N+](=O)[O-]	9%
O=C(/C=C/Nc1ccc(Cl)cc1[N+](=O)[O-])c1ccc(Br)cc1	6%
NC(=O)c1ccccc1NC(=O)CCC(=O)O	2%
Cc1cc(C)cc(OCCOc2cccc(/C=C3\SC(=S)N(C)C3=O)c2)c1	4%
C=CCN(CC=C)C(=O)c1ccccc1	0%
O=C(COc1ccccc1Cl)Nc1ccc([N+](=O)[O-])cc1	8%
CCOC(=O)C1=C(C)N=c2s/c(=C\c3ccccc3OCc3ccc(Cl)cc3Cl)c(=O)n2C1c1ccc(Cl)cc1 (centres undefined)	0%
COc1ccccc1C(=O)Nc1ccc(-c2csc(-c3ccccc3)n2)cc1	24%
COc1cc(CN2CCN(CCO)CC2)ccc1OCc1ccccc1	10%
O=C1c2[nH]nc(-c3ccccc3)c2C(c2ccccc2F)N1c1ccccc1 (centres undefined)	16%
CCOC(=O)C1=C(CSc2nc(C)cc(C)c2C#N)OC(N)=C(C#N)C1c1ccc(OC)cc1Br (centres undefined)	17%
Cc1ccc(C(=O)NC(=S)Nc2cccc(-c3nc4ncccc4o3)c2)cc1	13%
COc1ccc(Cl)cc1NC(=O)C1=C(C)NC(=S)NC1c1ccc(Cl)cc1Cl (centres undefined)	6%
C(=N\Nc1nc(-c2ccccc2)cs1)/c1ccccc1	8%
COc1cc(C(=O)Nc2cccc(Br)c2)cc(OC)c1OC	6%
O=[N+]([O-])c1ccccc1N1CCCCC1	1%
CCOC(=O)C1=C(O)/C(=C/c2cccc(O)c2)SC1=Nc1ccc([N+](=O)[O-])cc1	1%
Cc1cc(C)cc(N=Cc2ccc(N(C)C)cc2)c1	0%
CCN(CC)c1ccc(/C=C2\C(=O)NC(=S)N(c3ccccc3C)C2=O)o1	13%
Clc1ccc(Oc2sc(Nc3cccc(Cl)c3)nc2-c2ccccc2)cc1	21%
COc1ccc(Cl)cc1N(CC(=O)NC1CC2CCC1C2)S(C)(=O)=O (centres undefined)	0%
CC(C)NC(=O)COc1ccc(C=Nc2cccc(Br)c2)cc1	12%
COc1ccc(C(=O)Nc2ccc(Br)cc2C)c(OC)c1	5%
CC(C)(C)c1ccc(C=NN2CCN(Cc3ccccc3)CC2)cc1	15%
N#C/C(=C\c1ccc(-c2ccc(Br)cc2)o1)c1nc2ccccc2[nH]1	9%
CCOc1cnn(-c2ccccc2)c(=O)c1Cl	0%
CCN(CC)c1ccc(C=Nc2cccc([N+](=O)[O-])c2C)c(O)c1	6%
COC(=O)C1=C(C)N(CCc2ccc(OC)c(OC)c2)C(=O)/C1=C\c1ccc(O)cc1	0%
O=C(Cc1ccccc1)Nc1ccc(O)c(-c2nc3ccccc3o2)c1	24%
CCN(CC)C(=O)c1sc(NC(=O)/C=C/C(=O)O)c(C(=O)OC)c1C	70%*
Cc1cc(C)c(C)c(OCCOCCN2CCN(C)CC2)c1	15%
O=[N+]([O-])c1cccc(/C=N/Nc2cc(N3CCOCC3)nc(N3CCOCC3)n2)c1	18%
COc1ccccc1C(=O)NCC(=O)N/N=C/C=C/c1ccccc1	0%
O=C(c1nn2c(C(F)(F)F)cc(-c3ccc(F)cc3)nc2c1Cl)N1CCCCC1	7%
Cc1cc(C)cc(OCCOc2ccccc2/C=C2\SC(=S)N(C)C2=O)c1	20%
Cc1ccc(-c2cc(-c3ccccc3)nc(=O)[nH]2)cc1	11%
COc1ccc2nc(NC(=O)c3cc4ccccc4o3)sc2c1	3%
CN1C(=O)/C(=C\C=C\c2ccc(Br)cc2)SC1=S	8%
O=C(CSc1ccc(Cl)cc1Cl)Nc1cc(Cl)ccc1Cl	44%
CCc1ccc(NC2=C(Cl)C(=O)N(c3ccc(Cl)cc3)C2=O)cc1	29%
S=C1NC2=C(C(c3ccc(Cl)cc3Cl)N1)N1CCC2CC1 (centres undefined)	0%
O=C1NC(=S)N(c2ccccc2)C(=O)/C1=C/c1ccc(-c2ccc(C(=O)O)cc2)o1	13%
COc1ccc(Cl)cc1N(CC(=O)NCc1ccccn1)S(C)(=O)=O	2%
Cc1cc2nc3s/c(=C\c4ccc(N5CCOCC5)c([N+](=O)[O-])c4)c(=O)n3c2cc1C	12%
COc1ccc(C(=O)N/C(=C\c2cc(OC)c(OC)cc2[N+](=O)[O-])C(=O)Nc2ccc(Cl)cc2)cc1	13%
O=C1c2ccccc2C(=O)N1c1ncc(Cc2cccc(C(F)(F)F)c2)s1	15%
CCOC(=O)c1ccc(-c2ccc(/C=C/C(=O)c3ccc(Cl)cc3)o2)cc1	13%
CCCc1[nH]nc2c1C(c1cc(Br)ccc1F)C(C#N)=C(N)O2 (centres undefined)	20%
Next section:
SMILES	RNase H inhibition
COC(=O)c1ccccc1NC(=O)CN(c1ccc(C)cc1)S(=O)(=O)c1ccc(F)cc1	11%
CC1(c2ccccc2)CC(C)(C)N(C(=O)CSC2=NCCS2)c2ccccc21 (centres undefined)	9%
CC1CCCN(C(=O)/C=C/c2ccc(F)cc2)C1 (centres undefined)	13%
CC(C)C(=O)Nc1ccc2oc(-c3ccc(C(C)(C)C)cc3)nc2c1	10%
COc1ccc(OC)c(NC(=O)CC(C)=O)c1	0%
C=CCOc1c(I)cc(C=O)cc1OCC	16%
Cc1ccc(/C=N/NC(=O)C(C)O)cc1 (centres undefined)	2%
O=C(Nc1cc(C(F)(F)F)cc(C(F)(F)F)c1)c1ccc([N+](=O)[O-])cc1	7%
O=C1NCC2=C1C(c1ccc(O)cc1)Nc1ccccc1N2 (centres undefined)	11%
CCOc1ccccc1C1C(C(=O)OCC(C)C)=C(C)NC2=C1C(=O)CC(c1ccc(Cl)cc1)C2 (centres undefined)	6%
O=S(=O)(Nc1nncs1)c1ccccc1	0%
COc1ccc(Cc2nc3ccccc3c(=O)n2/N=C/c2cccs2)cc1OC	23%
Clc1ccccc1CN1CCN(N=Cc2cccc(Cl)c2Cl)CC1	25%
COc1ccc(/C=C(\C#N)c2nc(-c3cc4cc([N+](=O)[O-])ccc4oc3=O)cs2)cc1	14%
Cc1ccccc1Cn1c(SC(C)C(=O)O)nc2c1c(=O)n(C)c(=O)n2C (centres undefined)	5%

Quoted at random: five compounds from above
SMILES	RNase H inhibition
O=C(Nc1cc(C(F)(F)F)cc(C(F)(F)F)c1)c1ccc([N+](=O)[O-])cc1	7%
O=S(=O)(Nc1nncs1)c1ccccc1	0%
Clc1ccccc1CN1CCN(N=Cc2cccc(Cl)c2Cl)CC1	25%
O=C1NCC2=C1C(c1ccc(O)cc1)Nc1ccccc1N2 (centres undefined)	11%
COc1ccc(OC)c(NC(=O)CC(C)=O)c1	0%

Carrying on.
SMILES	RNase H inhibition
Cc1ccccc1OCC(=O)Nc1ccc(-c2nc3ccccc3[nH]2)cc1	7%
Oc1cccc(C=Nc2ccc(I)cc2)c1	4%
O=C(Nc1cccc2ccccc12)c1cccc(NC(=O)c2ccccc2I)c1	8%
Cc1cccc(N2NC3(CCC(C)CC3)NC2=S)c1C (centres undefined)	2%
CCCOc1ccc(-c2cn3ccccc3n2)cc1	8%
Cc1c(Cl)cccc1NCCC(=O)c1ccc([N+](=O)[O-])cc1	0%
O=C(COc1ccc(F)cc1)N/N=C/c1ccccc1	0%
O=C1C(Cl)=C(NCCc2ccccc2)C(=O)N1c1cccc(Cl)c1Cl	34%
O=C(Nc1ccc(Cl)c(Cl)c1)Nc1nnc(-c2ccc(F)cc2)s1	28%
CCOc1ccccc1NC(=O)c1c(NC(=O)Cc2ccccc2)sc2c1CCC2	33%
CCOc1ccccc1NS(=O)(=O)c1ccc(Cl)cc1	6%
CC(=NCCN1CCOCC1)c1c(C(F)(F)F)[nH]n(-c2nc3ccccc3s2)c1=O	11%
CCOC(=O)c1ccc(N2NC(=O)/C(=C/c3ccc(OCc4ccccc4)c(OC)c3)C2=O)cc1	12%
Clc1ccc(N2CCN(N=Cc3cccc4ccccc34)CC2)cc1	18%
CCOC(=O)c1c(C)n(-c2ccccc2)c2ccc(O)c(CN(C)C)c12	11%
COc1ccc(CCNC(=O)C2CC(=O)N(c3ccc(F)cc3)C2)cc1 (centres undefined)	8%
COC(=O)c1c(C)oc2cc(Br)c(OC(C)C(=O)OC)cc12 (centres undefined)	5%
COc1ccc(OC)c(/C=N/N2C(=O)C3C4C=CC(CC4)C3C2=O)c1 (centres undefined)	9%
COC(=O)c1cc(NC(=O)C(C)Oc2ccccc2)cc(C(=O)OC)c1 (centres undefined)	3%
C=CCSc1nc2c(c(=O)n1C1CCCC1)C1(CCCCC1)Cc1ccccc1-2	1%
C/C(=N\NC(=O)c1cccc(Cl)c1)c1ccc(N)cc1	0%
Brc1ccc(-c2nc(-c3ccccc3)cc(N3CCOCC3)n2)cc1	15%
O=C(Nc1nnc(-c2cccs2)s1)c1cccc2ccccc12	26%
COc1ccc(C(=O)Nc2ccccc2)cc1NC(=O)c1ccc([N+](=O)[O-])cc1	13%
O=C(NCCCN1CCOCC1)c1cc2n(n1)C(C(F)(F)F)CC(c1ccc(Cl)c(Cl)c1)N2 (centres undefined)	6%
COc1ccccc1N1CCN(/N=C\c2ccc(Cl)c(Cl)c2)CC1	15%
Cc1cc(C)c2oc(-c3ccc(C)c(NC(=O)COc4ccccc4C)c3)nc2c1	55%*
COc1ccccc1N(CC(=O)Nc1ccc(C)c(C)c1)S(=O)(=O)c1ccccc1	7%
O=C(N/N=C/c1ccc(OC(=O)c2sc3ccccc3c2Cl)cc1)c1ccc(O)cc1	17%
O=C(COc1ccc(I)cc1)N/N=C/c1cccc(Oc2ccccc2)c1	0%

Reprinted from above (four entries):
SMILES	RNase H inhibition
COc1ccc(CCNC(=O)C2CC(=O)N(c3ccc(F)cc3)C2)cc1 (centres undefined)	8%
COC(=O)c1c(C)oc2cc(Br)c(OC(C)C(=O)OC)cc12 (centres undefined)	5%
COc1ccc(OC)c(/C=N/N2C(=O)C3C4C=CC(CC4)C3C2=O)c1 (centres undefined)	9%
COC(=O)c1cc(NC(=O)C(C)Oc2ccccc2)cc(C(=O)OC)c1 (centres undefined)	3%

(list continues)
SMILES	RNase H inhibition
O=C(Nc1ccc(Cc2ccncc2)cc1)c1cc(Br)ccc1I	11%
O=C1/C(=C\c2ccc(Br)cc2)SC(=S)N1c1ccc(Cl)cc1	5%
COc1ccc(Cl)cc1S(=O)(=O)N1CCN(C)CC1	37%
Cc1cc2c(Nc3c([N+](=O)[O-])ccc4c3=NC3(CCCCC3)N=4)cccc2nn1	6%
Cc1cccc(C(=O)O)c1NC(=O)C(C)Oc1ccccc1 (centres undefined)	0%
O=C(Nc1cc([N+](=O)[O-])ccc1Cl)c1ccc(Cl)cc1	13%
FC(F)(F)c1ccc2nnc(-c3cc(Br)ccc3OCc3ccccc3)n2c1	13%
CCOc1ccccc1C1N(Cc2ccccc2)CCN1Cc1ccccc1	9%
O=C(O)CCC(=O)Nc1ccc(-c2nc3cc4ccccc4cc3[nH]2)cc1	0%
Cc1c(C(=O)Nc2nc(-c3ccccc3)cs2)oc2ccccc12	10%
COc1cc(/C=N/NC(=O)CC2(C)OCCO2)cc(Br)c1OCc1cccc2ccccc12	9%
COC(=O)C1=C(C)NC2=C(C(=O)CC(c3ccc(Cl)cc3)C2)C1c1ccc(OC(C)=O)c(OC)c1 (centres undefined)	14%
COc1ccc(CNc2ccc(F)c(Cl)c2)c(C)c1C	17%
CCCCCCCN1C(=O)/C(=C2\SC(=S)NC2=O)c2ccccc21	36%
CC(/C=C/c1ccco1)=N\Nc1nnc2c(n1)[nH]c1ccccc12	10%

3 compounds out of the list, sorted by length of the SMILES, largest number first.
SMILES	RNase H inhibition
COc1cc(/C=N/NC(=O)CC2(C)OCCO2)cc(Br)c1OCc1cccc2ccccc12	9%
CCCCCCCN1C(=O)/C(=C2\SC(=S)NC2=O)c2ccccc21	36%
Cc1c(C(=O)Nc2nc(-c3ccccc3)cs2)oc2ccccc12	10%

Following part.
SMILES	RNase H inhibition
CCOc1cccc(C(=O)Nc2sc(CC)cc2C(=O)OC)c1	1%
CCN(CC)c1ccc(C(=O)N2CCN(c3ccc(F)cc3)CC2)cc1	2%
O=C(COc1ccc(Cl)cc1Cl)Oc1ccccc1	13%
C=CCn1c(SCC(=O)NCCCO)nc2sc3c(c2c1=O)CCCC3	0%
CCOc1cc(-c2nc3ccccn3c2/N=C/c2cc(Br)ccc2O)ccc1O	10%
COc1ccccc1C(=O)N1c2ccccc2CCc2ccccc21	4%
Cc1ccc(C(=O)O/N=C(\N)c2ccccc2)cc1	1%
Cc1ccc(C(=O)Nc2ccccc2Cl)c(Cl)c1	6%
COc1ccc(-n2c(C)cc(/C=C(\C#N)C(=O)NCc3ccco3)c2C)cc1	5%
COc1cccc(C2NC(=S)NC(C)=C2C(=O)Nc2ccc(Br)cc2)c1OC (centres undefined)	2%
